Assay outcomes: PubChem BioAssay, several laboratories
Shn3 3UTR inh: Schnurri-3 reporter inhibition in Clone20 osteoblasts; inhibition, % at 12.5 µM; actives 0.52% (n = 360,000); Clone20 osteoblast Shn3 3'UTR firefly luciferase, 24 h;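 active means mean inhibition of at least 75% with every replicate also reaching 75%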;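 further: 0% = median of neutral control wells and 100% = pilot-screen positive control compound; some compounds past the cut are filed as inactive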
NR2E3 ag-1: NR2E3 (human) agonism; GST-NR2E3/biotin-RetCOR TR-FRET, 1536-well; inhibition of corepressor binding, % at 4.78 µM; actives 0.12% (n = 320,000); AID 2300;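 active means percent inhibition above the cutoff of mean plus 3 SD of all tested compounds, set per screening campaign, cut at about 20% in these data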;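 further: 0% = DMSO wells and 100% = biotin wells as full block of FRET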
Target sequence (Q9Y5X4 whole entry, looked up): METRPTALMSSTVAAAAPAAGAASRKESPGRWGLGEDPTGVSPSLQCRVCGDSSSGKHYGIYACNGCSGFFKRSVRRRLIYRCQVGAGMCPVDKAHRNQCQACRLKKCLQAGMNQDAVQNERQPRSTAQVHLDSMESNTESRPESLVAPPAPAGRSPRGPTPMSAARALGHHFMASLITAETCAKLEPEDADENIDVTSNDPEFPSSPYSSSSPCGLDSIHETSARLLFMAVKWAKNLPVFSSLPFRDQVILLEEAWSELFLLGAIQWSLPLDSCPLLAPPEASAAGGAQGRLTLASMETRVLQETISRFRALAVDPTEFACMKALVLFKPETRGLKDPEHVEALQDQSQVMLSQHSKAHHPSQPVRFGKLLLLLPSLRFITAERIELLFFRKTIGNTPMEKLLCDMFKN
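Assay system: NR2E3–RetCOR corepressor complex. Quantity: 1.35 nM GST-NR2E3. Buffer or medium: pH 7.5 Tris-based buffer. Reagent: biotinylated RetCOR corepressor at 7 nM final. Schedule: 5 h at 4 °C. Detection: TR-FRET, emission read at 617 and 671 nm. Replicates: one well per compound, singlicate testing.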
PDI turbidity: blocks human protein disulfide isomerase activity; P07237; PDI insulin aggregation turbidity, A650, 90 min; inhibition, % at 10 µM; actives 0.052% (n = 350,000); AID 588391;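 active means mean inhibition across replicates of 30% or more, whatever share of single replicates reach that level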;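 further: absorbance from insulin aggregation driven by PDI reduction with DTT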
NR2E3 ag-2: activates human NR2E3 receptor; Q9Y5X4; CHO-S Gal4-NCOR/VP16-NR2E3 two-hybrid, luciferase; inhibition of corepressor binding, % at 3.98 µM; actives 0.35% (n = 360,000); AID 602229;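 active means inhibition above the mean of all tested compounds plus 3 SD, cut at about 70% in these data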;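 further: 0% = DMSO with NR2E3 transfected cells and 100% = cells lacking NR2E3 construct; higher means lower luciferase signal from less NR2E3 corepressor binding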
TRPM1 prom inh: MITF TRPM1 promoter inhibition in SK-MEL-5 cells. inhibition, % at 12.5 µM. actives 0.83% (n = 330,000). SK-MEL-5 TRPM1 promoter luciferase, 24 h;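 active means mean inhibition across replicates of 60% or more, whatever share of single replicates reaches that level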; further: values of inactives mirror those of a sister screen read the other way
CaV13 FRET inh: Primary screen for inhibitors of IQ motif and Ca2+-dependent inactivation inhibitor domain binding in CACNA1D, Förster resonance energy transfer in living cells, …; inhibition, % at 12.3 µM; AID 743397; actives 0.098% (n = 340,000); HEK cells, CFP/YFP FRET ICDI-IQ, plate reader, 10 min; percent FRET-ratio fall versus neutral wells;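 active means mean replicate inhibition of at least 30% and at least 1% of replicates passing that level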;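 further: 0% = median of the neutral control wells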
hiPSC survival: enhancers of human iPSC single-cell survival; hiPSC single-cell survival, ATPlite luminescence; 100% = ROCK inhibitor wells, 0% = DMSO; survival enhancement, % at 20 µM; actives 0.044% (n = 360,000); AID 602274; in the data active means survival enhancement above about 18%;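 further: cells exposed to compounds for 16 hours before the ATP read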
Peg3 prom inh: inhibitors of Peg3 promoter; HeLa PEG-Prom luciferase reporter, luminescence, overnight; actives 1.7% (n = 360,000); AID 588405; inhibition, % at 20 µM;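 active means inhibition of at least 50% at 20 µM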
m5-HT2A agonist: agonists of mouse serotonin 5-HT2A receptor (HTR2A); activation, % at 7.6 µM; AID 624169; CHO-K1 mHTR2A beta-arrestin complementation, luminescence; percent of 30 µM serotonin response; actives 0.66% (n = 360,000); P35363;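 active means activation above a run cutoff, the mean activation of all tested compounds plus 3 SD, cut at about 14% in these data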;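 further: 0% = plate median of compound wells and 100% = 30 µM serotonin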
Target sequence (P35363 whole entry, looked up): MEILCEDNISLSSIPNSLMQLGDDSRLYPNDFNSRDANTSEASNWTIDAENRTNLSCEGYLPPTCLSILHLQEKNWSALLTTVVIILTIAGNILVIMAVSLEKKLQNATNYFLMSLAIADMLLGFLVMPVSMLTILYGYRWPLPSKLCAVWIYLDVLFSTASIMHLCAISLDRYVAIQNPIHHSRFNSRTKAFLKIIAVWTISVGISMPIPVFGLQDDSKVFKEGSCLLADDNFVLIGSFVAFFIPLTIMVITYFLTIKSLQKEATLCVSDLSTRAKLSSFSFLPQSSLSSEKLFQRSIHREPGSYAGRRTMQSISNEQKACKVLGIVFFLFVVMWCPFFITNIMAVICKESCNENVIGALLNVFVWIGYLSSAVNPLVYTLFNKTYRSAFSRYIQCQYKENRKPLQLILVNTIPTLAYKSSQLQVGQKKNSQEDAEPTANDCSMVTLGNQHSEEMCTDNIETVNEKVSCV
HIF-2a inh: inhibitors of HIF-2a | 786-0 RCC cells HIF-2a reporter, luciferase luminescence, overnight | inhibition, % at 18.8 µM | actives 0.72% (n = 360,000) | AID 624352;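 active means inhibition of the luminescence signal of 40% or more relative to plate controls, in a single-dose primary screen at 18.75 µM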
H9c2 protect: modulators protecting cardiomyocytes from myocardial damage | H9c2 cardiomyocytes, H2O2 injury protection, ATPLite, 2 h | protection from H2O2 cell death, % at 20 µM | actives 0.63% (n = 360,000);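 active means compounds giving at least 50% protection of heart cells from peroxide-induced death in the single-dose screen, raw or plate-pattern-corrected value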;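 further: 0% = DMSO wells with peroxide and 100% = DMSO wells without peroxide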
* marks the source's active call; other numbers are inactive results; · = no result given.

SMILES	Shn3 3UTR inh	NR2E3 ag-1	PDI turbidity	NR2E3 ag-2	TRPM1 prom inh	CaV13 FRET inh	hiPSC survival	Peg3 prom inh	m5-HT2A agonist	HIF-2a inh	H9c2 protect
COc1ccc(Cc2cc(-c3ccc(F)cc3)n[nH]c2=O)cc1	-14	0	-5	1	-3	-20	-0.5	-21	4	-37	-4
O=c1nc2n(c3ccc(Br)cc13)CCS2	-18	5	0	-7	-17	-5	0.8	-20	7	-3	10
CCCCC(=O)OCC(=O)c1cc(C)n(-c2c(C)n(C)n(-c3ccccc3)c2=O)c1C	2	4	6	17	1	-6	0.8	-7	3	14	6
CNc1nc(N)c(C(=O)C23CC4CC(CC(C4)C2)C3)s1	5	-1	9	-21	-2	9	-1.2	6	3	4	-2
CCC(=NC(C)c1ccccc1)c1c(O)n(C)c(=O)n(C)c1=O (stereo not drawn)	82	-5	-5	53	1	-8	-0.9	18	11	20	-15
CCOC(=O)c1cnc(SC)nc1Oc1cccc(NS(=O)(=O)c2ccc(F)cc2)c1	4	1	-9	11	-6	-4	5.7	28	-3	9	20
Cc1cccc(NC(=O)C(=O)NCC2CCCN2S(=O)(=O)c2ccccc2)c1 (stereo not drawn)	1	-1	3	2	-18	-4	0.7	-31	-5	-63	1
COc1cc(/C=C(\C#N)C(=O)NCCc2ccccc2)cc(OC)c1O	4	1	2	-13	4	-11	-1.6	9	6	8	10
COCCn1cnnc1SCC(=O)Nc1ccccc1C(=O)Nc1ccc2c(c1)OCO2	-35	3	1	-19	-17	-4	0.8	-8	-3	-11	2
CC1(C)C2CCC1(CS(=O)(=O)Nc1ccccc1)C(=O)C2 (stereo not drawn)	4	7	-5	-14	6	5	-0.5	18	-2	14	-1
CS(=O)(=O)N1CCCC(C(=O)NCc2ccccn2)C1 (stereo not drawn)	-18	-1	16	-4	-4	-8	-3.0	-13	0	15	-2
COC(=O)c1sc(NC(=O)c2ccc3c(c2)OCO3)c(C#N)c1C	-5	·	5	8	13	-7	-3.2	21	10	10	-5
CCN1CCN(c2ccc(S(=O)(=O)N3CCCCC3)cc2NC(=O)c2ccc([N+](=O)[O-])o2)CC1	-51	-1	4	-7	95*	·	-0.4	24	3	8	-9
COc1ccc(-c2cccc(C3CC=CC4C3C(=O)N(Cc3ccccc3)C4c3ccc4ccccc4c3)c2)cc1 (stereo not drawn)	11	4	-3	1	-8	-8	3.7	13	-1	10	-10
Cc1nnc(SCC(=O)NNC(=O)COc2ccc(Cl)cc2)n1C	-10	0	-7	-15	-10	-5	0.6	21	-10	18	3
Cc1ccc(SCC(=O)NCCc2ccccc2)cc1	-3	5	1	-21	-5	2	1.5	-76	2	-87	4
CCC(=O)Nc1nnc(SCC(=O)NCc2ccc3c(c2)OCO3)s1	16	1	14	16	-2	-10	1.3	7	0	3	2
Cc1nnsc1C(=O)N1CCCC(Nc2ccc(C(C)C)cc2)C1 (stereo not drawn)	-3	1	8	-28	10	-2	-0.5	-2	3	-7	2
CC1(c2ccc3c(c2)OCO3)NC(=O)N(CC(=O)Nc2ccc(N3CCOCC3)cc2)C1=O (stereo not drawn)	1	-2	1	-16	0	·	-0.1	-3	2	6	-2
CC(C)Cn1c(/C=C/c2ccco2)nc2ccccc21	-7	-2	7	-7	2	-16	-0.5	-20	0	-11	0
CCN1CCN(c2nc3ccccc3nc2C(C#N)C(=O)OC2CCCCC2)CC1 (stereo not drawn)	31	·	11	-7	0	-10	0.2	14	-8	20	12
COCCNC(=O)c1ccc(Cn2c(=S)[nH]c3cc4c(cc3c2=O)OCO4)cc1	9	-2	-2	-11	6	-5	-1.2	2	2	6	6
COCCCNC(=S)N(CCO)Cc1cc2cc3c(cc2[nH]c1=O)OCO3	-11	·	5	-8	8	-19	-0.8	-4	0	6	10
C=CCn1c(C)cc(C(=O)CSc2nnc(Cc3ccccc3)o2)c1C	5	0	-9	-69	-16	-8	-1.8	-96	-3	-111	-8
COc1ccccc1NC(=O)CCCCCN1C(=O)c2cccc3cccc(c23)C1=O	6	0	5	-1	11	-20	-0.6	3	1	-12	23
CCc1ccc(NC(=O)Cn2ncn3c(cc4ccccc43)c2=O)cc1	1	-3	3	-14	7	-5	-0.2	8	-9	27	5
COc1ccc(CNC(=O)c2csc3c2CCCC3)cc1	-9	0	-4	-14	-12	-15	-2.4	-24	-6	-70	3
COc1ccc(-c2cccc(NS(=O)(=O)c3ccc([N+](=O)[O-])cc3)c2)nn1	18	-1	-2	-12	4	-6	-0.5	0	-2	13	-5
COc1ccc(NC(=O)CC2Nc3cccc4cccc(c34)NC2=O)cc1 (stereo not drawn)	3	0	-1	16	8	-4	0.1	6	3	12	18
COc1ccc(Cl)cc1NC(=O)Cn1nnc(C(=O)NCc2ccc3c(c2)OCO3)c1N	18	0	-8	-18	7	-3	0.4	27	2	21	-20
COc1ccc(NC(=O)CCC(=O)c2cccs2)c(OC)c1	-12	3	-2	-13	-23	·	-0.1	-52	7	-55	4
COc1ccc(NC(=O)[C@@]2(CC(=O)O)CC(/C=C/c3ccccc3)=NO2)cc1	-10	0	3	-12	4	-4	0.7	-5	1	13	2
CCOc1ccc(S(=O)(=O)N2CCC(C(=O)OCc3cccc(OC)c3OC)CC2)cc1	-2	7	13	-5	-3	-16	-0.2	5	4	9	-8
C[C@H]1CC[C@]2(O[C@H](CCO)C[C@@H](O)[C@@H]2O)O1	-9	3	-5	-6	7	-11	1.9	-10	3	14	-3
NS(=O)(=O)c1ccc(CCNC(=O)c2ccc3nccnc3c2)cc1	6	·	-41	-3	-6	-3	0.0	9	5	2	2
CC(=C/c1ccccc1)/C=N/NC(=O)CSc1nc(C)cc(C)n1	14	2	0	10	-9	-3	-0.2	10	-2	7	-18
Cc1ccccc1N/C(=N/S(=O)(=O)c1cc(F)ccc1F)c1ccccc1	3	5	6	-5	0	-5	-0.2	7	5	10	0
OCCOCCn1c2ccccc2c2ccccc21	-22	-5	-19	-9	-2	·	-1.2	8	0	13	-8
O=C(N/N=C\c1ccccn1)C1COc2cc3ccccc3cc2O1 (stereo not drawn)	-6	0	0	-12	-3	·	-0.6	4	-4	8	86*
COc1cccc(C(=O)Nc2cccc(OC(C)=O)c2)c1	-30	2	-1	-26	-46	-9	-3.6	-241	3	-273	-6
COc1ccc(NC(=O)C2=C(C)NC(=O)NC2c2cccs2)c(OC)c1 (stereo not drawn)	-16	0	0	-23	0	6	2.6	10	-1	13	10
Cc1[nH]c(=O)[nH]c(=O)c1S(=O)(=O)Nc1ccc(Oc2ccccc2)cc1	1	2	12	-2	2	-6	4.8	8	-7	15	5
O=c1[nH]nc(-c2ccccc2)cc1-c1ccccc1	-4	2	-6	-5	-8	-5	0.2	-9	3	-37	-7
CCCN(c1ccccc1F)S(=O)(=O)c1cc(-c2cc(C)no2)ccc1OC	21	-2	9	-10	1	-5	0.4	26	-1	12	0
COc1cccc(N2CCN(C(=O)c3cccn4c(=O)c5c(C)c(C)sc5nc34)CC2)c1	-15	0	-13	11	3	-15	-0.2	13	3	12	3
CCCOC(=O)c1sc2nc3c(cc2c1N)C(=O)CCC3	-43	-2	-7	-20	-82	·	-1.8	-185	5	-154	-15
COc1cc(Cl)c(C)cc1NC(=O)CNC(C)c1ccccc1OC (stereo not drawn)	30	1	7	-19	-4	3	0.2	20	14	3	0
CC(C)c1cc(CN2CCOCC2)cc(C(C)C)c1O	-90	-1	-1	11	4	-4	0.2	6	-3	13	2
CC1CCCCN1C(=O)COC(=O)c1ccc(N2CCCC2=O)cc1 (stereo not drawn)	-3	·	1	-21	-8	-5	-0.1	-25	4	-19	-1
COC(=O)C1=C(C(=O)OC)[C@@H]2N(C)c3ccccc3[C@@]23C[C@@H](C(=O)OC)N(C(=O)c2ccco2)C3=N1	6	4	2	-29	11	-5	-1.6	5	6	3	16

Structures from the list above that contain a halogen:
SMILES	Shn3 3UTR inh	NR2E3 ag-1	PDI turbidity	NR2E3 ag-2	TRPM1 prom inh	CaV13 FRET inh	hiPSC survival	Peg3 prom inh	m5-HT2A agonist	HIF-2a inh	H9c2 protect
COc1ccc(Cc2cc(-c3ccc(F)cc3)n[nH]c2=O)cc1	-14	0	-5	1	-3	-20	-0.5	-21	4	-37	-4
O=c1nc2n(c3ccc(Br)cc13)CCS2	-18	5	0	-7	-17	-5	0.8	-20	7	-3	10
CCOC(=O)c1cnc(SC)nc1Oc1cccc(NS(=O)(=O)c2ccc(F)cc2)c1	4	1	-9	11	-6	-4	5.7	28	-3	9	20
Cc1nnc(SCC(=O)NNC(=O)COc2ccc(Cl)cc2)n1C	-10	0	-7	-15	-10	-5	0.6	21	-10	18	3
COc1ccc(Cl)cc1NC(=O)Cn1nnc(C(=O)NCc2ccc3c(c2)OCO3)c1N	18	0	-8	-18	7	-3	0.4	27	2	21	-20
Cc1ccccc1N/C(=N/S(=O)(=O)c1cc(F)ccc1F)c1ccccc1	3	5	6	-5	0	-5	-0.2	7	5	10	0
CCCN(c1ccccc1F)S(=O)(=O)c1cc(-c2cc(C)no2)ccc1OC	21	-2	9	-10	1	-5	0.4	26	-1	12	0
COc1cc(Cl)c(C)cc1NC(=O)CNC(C)c1ccccc1OC (stereo not drawn)	30	1	7	-19	-4	3	0.2	20	14	3	0
